Assay outcomes (PubChem BioAssay)
APOBEC3A inh – APOBEC3A ssDNA deaminase inhibitors, primary screen, selectivity assay for APOBEC3G inhibitor project, biochemical, FAM/TAMRA oligo cleavage fluorescence. DNA dC->dU-editing enzyme APOBEC-3A (Homo sapiens), P31941. recombinant A3A, FAM/TAMRA ssDNA deamination fluorescence. inhibition, % at 20 µM. 330,000 tested, 0.41% active;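 active means at least 40% inhibition at 20 µM here, with at most 30% in a related deaminase screen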;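 further: plate controls were A3A with DMSO for no effect and wells lacking A3A enzyme for full effect; some results filed as inactive read as strong as hits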
hIAP activ – human IAP activators, primary screen, biochemical, luminescence, uHTS | Intestinal-type alkaline phosphatase (Homo sapiens), P09923 | purified human IAP, CDP-Star luminescence, 30 min; stronger effect = higher value; 1 = vehicle-only enzyme, 0 = enzyme-free background | activation factor at 10 µM | 330,000 tested, 0.16% active | AID 2524, 2010;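 active means activation factor of the enzyme at least 2-fold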; further: the source names both 10 and 20 µM as test concentration; values of inactives mirror those of a sister screen read the other way
Target sequence (P09923 whole entry, looked up): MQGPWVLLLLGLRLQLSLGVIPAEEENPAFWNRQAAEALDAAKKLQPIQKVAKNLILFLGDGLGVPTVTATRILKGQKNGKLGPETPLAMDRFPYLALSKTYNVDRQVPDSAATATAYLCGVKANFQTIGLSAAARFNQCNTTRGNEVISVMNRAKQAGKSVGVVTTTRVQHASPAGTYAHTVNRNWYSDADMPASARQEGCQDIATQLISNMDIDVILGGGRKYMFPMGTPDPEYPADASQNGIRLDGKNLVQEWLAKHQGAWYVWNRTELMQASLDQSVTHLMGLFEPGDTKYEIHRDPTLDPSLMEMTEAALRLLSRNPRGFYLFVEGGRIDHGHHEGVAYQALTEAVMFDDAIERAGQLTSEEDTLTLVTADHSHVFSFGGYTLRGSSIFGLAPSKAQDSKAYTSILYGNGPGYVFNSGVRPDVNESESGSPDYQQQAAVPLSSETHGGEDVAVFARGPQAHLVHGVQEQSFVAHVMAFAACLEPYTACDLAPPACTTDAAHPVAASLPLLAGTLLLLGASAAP
APOBEC3G inh – APOBEC3G DNA deaminase inhibitors, primary screen, biochemical, fluorescence, single-stranded DNA substrate, uHTS | recombinant A3G, ssDNA deamination FAM/TAMRA fluorescence | inhibition, % at 20 µM | 330,000 tested, 0.28% active;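 active means inhibition of at least 40% at 20 µM, with no more than 30% in the related APOBEC3A deaminase screen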;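 further: plate controls were DMSO wells with A3G for no effect and wells lacking A3G enzyme for full effect; some compounds called inactive have numbers as strong as hits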
Target sequence (Q9HC16 whole entry, looked up): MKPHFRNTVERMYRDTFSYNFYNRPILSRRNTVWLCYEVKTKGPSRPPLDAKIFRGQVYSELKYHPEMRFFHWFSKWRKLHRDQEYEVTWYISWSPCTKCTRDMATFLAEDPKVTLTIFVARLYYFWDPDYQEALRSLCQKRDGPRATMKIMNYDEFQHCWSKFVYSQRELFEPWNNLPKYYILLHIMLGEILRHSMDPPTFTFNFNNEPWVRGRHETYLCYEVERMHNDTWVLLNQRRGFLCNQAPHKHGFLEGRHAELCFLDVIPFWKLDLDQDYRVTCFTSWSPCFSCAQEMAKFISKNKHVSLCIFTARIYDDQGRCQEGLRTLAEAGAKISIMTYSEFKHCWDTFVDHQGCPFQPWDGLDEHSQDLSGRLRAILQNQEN
NR3A LBD binder – binders of NR3A ligand-binding domain, primary screen, biophysical, differential scanning fluorimetry, uHTS; Glutamate receptor ionotropic, NMDA 3A (GRIN3A) ligand-binding domain; NR3A LBD differential scanning fluorimetry, Tm shift; 0% = protein alone, 100% = glycine-bound protein; Tm shift relative to glycine control, % at 25 µM; 340,000 tested, 2.5% active;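 active means melting temperature shift of at least 10% of the positive control shift, at one fixed dose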
MPTP block – mitochondrial permeability transition pore inhibitors, primary screen, biochemical, isolated mouse mitochondria, absorbance. Ca2+ swelling absorbance, 30 min. inhibition, % at 10 µM. 360,000 tested, 1.4% active. AID 602449, 2012;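 active means inhibition of 50% or more, scaled per plate between neutral and stimulator controls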;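 further: 0% = DMSO wells given calcium and 100% = 1 mM EGTA wells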
hIAP inh – human IAP inhibitors, primary screen, biochemical, luminescence, uHTS; purified IAP, CDP-Star luminescence, 30 min; inhibition, % at 10 µM; 330,000 tested, 0.12% active; AID 2544, 2010;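 active means inhibition reaching a set limit with compound at 10 µM in the primary screen, cut at about 35% in these data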;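 further: plate controls were DMSO wells with enzyme for no effect and no-enzyme buffer wells for full effect; values of inactives mirror those of a sister screen read the other way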
beta cell repl – inducers of MIN6 beta-cell proliferation, primary screen, ATP luminescence, uHTS; MIN6 cells proliferation, ATPlite luminescence, 48 h; cells starved in 0.2% serum; 100% = growth in 10% serum; proliferation, % at 10 µM; 330,000 tested, 0.29% active; AID 2380, 2010;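 active means compounds whose signal lies at least 3.5 SD above the mean of all wells on their plate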;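 further: 0% = DMSO-treated cells in low-serum medium and 100% = 10% serum control; some compounds called inactive have numbers as strong as hits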
mIAP activ – activators of mouse IAP, primary screen, biochemical, luminescence, uHTS | activation factor at 10 µM | muIAP, CDP-Star luminescence, 30 min; stronger effect = higher value; 1 = vehicle-only enzyme signal, 0 = enzyme-free wells | 330,000 tested, 0.24% active;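 active means activation factor of at least 2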; further: the source names both 10 and 20 µM as test concentration; values of inactives mirror those of a sister screen read the other way
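System: Mouse IAP enzyme | Also added: CDP-Star substrate | Dosing: Compounds dispensed in DMSO | Schedule: 30 min enzyme-substrate-compound incubation at room temperature | Technique: Chemiluminescence readout | Control set: DMSO-only wells and no-enzyme negative control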
mIAP block – inhibitors of mouse IAP, primary screen, biochemical, luminescence, uHTS; intestinal alkaline phosphatase [Mus musculus]; purified mouse IAP, CDP-Star luminescence, 30 min; inhibition, % at 10 µM; 330,000 tested, 0.2% active;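 active means inhibition of at least 40% at 10 µM in the primary screen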;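 further: plate controls were DMSO with enzyme for no effect and no enzyme wells for full effect; values of inactives mirror those of a sister screen read the other way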
* hit, by the source's call; / = not tested or not shown. Rows were taken by chance; about 5% have a hit in one of these screens.

SMILES	APOBEC3A inh	hIAP activ	APOBEC3G inh	NR3A LBD binder	MPTP block	hIAP inh	beta cell repl	mIAP activ	mIAP block
COc1cc(C=O)ccc1OCCCOc1ccccc1C(=O)O	-2	0.91	-6	0	-0.3	9	-1	0.94	6
CCC(=O)Nc1c(C)c(CC)nc2ccccc12	-1	1.1	-1	-4	-2.8	-11	-4	1.1	-10
CCSc1nnc(NC(=O)CSC2=NCCS2)s1	-1	0.96	-8	-2	-0.7	4	-2	0.92	8
COc1ccccc1CNc1ccc2nnc(CCNC(=O)c3ccc(C)cc3)n2n1	-8	1.1	-8	-1	0.7	-10	-1	1.1	-12
Cc1ccc(-c2n[nH]c(=S)n2/N=C/c2cccn2C)cc1	-4	1.1	25	1	0.3	-11	-4	1	-1
Cc1nnc(SCC(=O)NC2CCCC2)n1-c1ccccc1	2	1	-3	-2	-1.3	-2	-2	0.99	1
COc1ccc(C)cc1NC(=O)COC(=O)c1ccc2c(c1)OCO2	0	0.91	-7	0	-0.9	9	0	0.9	10
CC(Sc1nc2ccccc2s1)C(=O)NCc1ccc2c(c1)OCO2 (stereo not given)	4	0.88	-9	-1	1.3	12	-2	1.1	-14
Cc1ccc(C(=O)OC(C)CN2CCOCC2)cc1 (stereo not given)	-5	1.1	-5	-1	3.4	-10	-2	0.99	0
Cc1cc(O)c(Sc2ccccc2)c(=O)o1	-1	0.92	-8	-3	2.4	8	0	1.1	-8
CCc1nc(SCc2ccccc2C)n[nH]1	-4	1.2	-6	-2	0.2	-21	0	0.84	16
CCOC(=O)c1c(NC(=O)CN2CCCc3ccccc32)sc(C)c1CC	1	0.98	0	-4	0.4	2	0	0.85	14
COc1ccc(-c2c(C)nn(Cc3ccccc3)c2N)cc1	2	0.87	-7	1	-0.1	13	0	0.97	3
CN(C)C(CNC(=O)c1cc2ccccc2o1)c1ccco1 (stereo not given)	-2	0.89	-1	-1	-0.1	11	0	1	-1
COc1ccc(C(=O)OCC(=O)N2C(C)CCCC2C)cc1S(=O)(=O)N1CCOCC1 (stereo not given)	2	0.96	-5	0	-0.4	4	2	1	-1
O=C(CCCN1C(=O)C(c2ccccc2)Oc2cccnc21)NCc1ccccc1Cl (stereo not given)	0	1.2	2	-4	-1.0	-20	2	1	-3
O=C(CN(Cc1ccco1)C(=O)c1ccc([N+](=O)[O-])cc1)Nc1ccccc1C(F)(F)F	2	0.97	-5	-3	-1.5	3	4	0.87	13
N#Cc1ccc(OCC(=O)NCC2COc3ccccc3O2)cc1 (stereo not given)	-4	0.94	-8	2	1.1	6	11*	0.96	4
COc1ccc(C(=O)NC(C)(C)C)cc1S(=O)(=O)N1CCCC1	0	0.92	-5	3	0.4	8	-2	0.95	5
CC(=O)c1cccc(CN2CCN(CC(C)C)C(CCO)C2)c1 (stereo not given)	-2	0.84	-4	1	1.0	16	-2	0.92	8
CN(CC(=O)Nc1ccccc1Br)C(=O)CNC(=O)c1ccco1	-5	1	-10	2	-2.9	-4	7	0.95	5
COc1ccc(CN2CC(C(=O)NCCCN3CCOCC3)CC2=O)cc1 (stereo not given)	-9	1.1	-1	-1	-0.1	-6	-4	1	-1
Cc1ccc(C(=O)NC2CC3CCC(C2)N3Cc2ccco2)cc1 (stereo not given)	2	0.91	0	-1	-2.2	9	-1	0.99	1
O=C(COC(=O)c1ccc2c(c1)OCCO2)Nc1ccc(F)cc1	-1	1	-4	1	0.3	0	-5	0.98	2
O=C(Nc1cccc(S(=O)(=O)N2CCOCC2)c1)c1cn(-c2ccccc2)nc1-c1ccccc1	-7	1.1	-5	6	20	-8	-3	1.6	-63
O=S(=O)(Nc1cccnc1)c1cccc(Cl)c1	2	0.93	-4	2	-1.5	7	-4	0.98	2
CN1CCC(N(C)S(=O)(=O)c2ccc(C(C)(C)C)cc2)CC1	-5	1	-9	0	-0.5	-4	-2	0.99	1
Cc1nc2ccccc2c(=O)n1NC(=O)c1ccccc1[N+](=O)[O-]	-2	0.96	-2	-1	-0.1	4	0	0.98	2
CCC(C)(C)C1CCC2(CC1)NC(=O)N(CC(=O)NCCc1ccc(OC)c(OC)c1)C2=O (stereo not given)	-2	0.84	-8	3	0.2	16	-4	1	0
CN(Cc1ccccc1)CC(O)COc1ccc(CNCc2nccn2C)cc1 (stereo not given)	2	1.2	2	-3	0.9	-24	0	0.97	3
COc1ccc(S(=O)Cc2ccc(C(=O)N3CCN(C(=O)c4ccco4)CC3)o2)cc1 (stereo not given)	19	0.87	-4	-1	-0.7	13	0	0.91	9
O=C(CSC1=NS(=O)(=O)c2ccccc2N1)Nc1cccc(F)c1	5	1	-5	2	1.3	-2	-4	0.89	11
Cc1ccc2c(C(=O)CSc3ccccc3)c(C)[nH]c2c1	3	1.1	-2	-3	12	-7	0	1.1	-13
COc1ccc(N(C(=O)c2ccco2)S(=O)(=O)c2cc(Cl)c(Cl)cc2Cl)cc1	1	0.91	-7	1	-0.1	9	-6	0.86	14
O=C(CNC(=O)c1ccco1)N=Nc1c(O)n(CCc2ccccc2)c2ccccc12	2	0.99	0	-2	2.8	1	-4	0.88	12
S=c1[nH]c2ccccc2n2cccc12	-3	0.96	-5	0	1.7	4	-2	0.94	6
COCCN(C(=S)Nc1ccc(C)cc1)C(C)c1ccco1 (stereo not given)	0	0.95	-7	1	2.1	4	1	0.84	16
O=C(Cc1ccccc1[N+](=O)[O-])NC1CC2CCC1C2 (stereo not given)	-8	1.2	-13	0	0.3	-21	0	0.96	4
CC1(C)CCc2cc(-c3ccn(S(=O)(=O)c4ccccc4Cl)n3)ccc2O1	-3	0.95	-8	1	0.3	5	-1	0.83	17
Cc1cc(C(=O)NC2CCCCC2)on1	3	1	-6	-1	-0.5	0	1	0.97	3
COc1ccc(C2=NOC(C)(c3sc(-c4ccc(Cl)cc4)nc3C)C2)cc1 (stereo not given)	-3	1	-16	-9	/	-1	-4	1.1	-6
CN(C)CCCNC(=O)C(=O)Nc1ccc2c(c1)N(S(=O)(=O)c1cccs1)CCC2	-1	0.9	8	-2	-0.9	10	1	0.99	1
COc1ccc(C(c2sc3nc(C)nn3c2O)N2CCN(CCO)CC2)cc1OC (stereo not given)	-1	0.97	-4	-1	0.3	3	-1	1.1	-10
c1ccc2c(c1)CCN(C1=Nc3cccc4cccc1c34)C2	-1	1.1	-7	-1	1.8	-7	-2	0.91	9
Cc1ccc(NC(=O)C2CCCN(S(=O)(=O)c3cnc[nH]3)C2)cc1C (stereo not given)	1	1	-6	0	-3.1	-1	4	1.1	-8
COC(=O)CN1C(=O)Nc2ccc(Cl)cc2C1c1ccccc1 (stereo not given)	-2	0.92	-3	-1	0.6	8	0	1	-3
CCOc1ccc2nc(NC(=O)Cc3cccs3)sc2c1	5	0.87	-1	-8	0.5	13	-5	0.98	2
O=C(Nc1nnc(-c2ccccc2)s1)c1ccccc1F	-7	0.95	-13	4	-1.2	5	-1	1.2	-16
Oc1ccc(/C=N\Nc2nncc(-c3ccccc3)n2)cc1	6	0.84	-3	-5	1.8	16	-1	0.93	7
Cc1ccc(NC(=O)CSc2nnc(C3CCCCC3)n2N)cc1F	-1	0.94	-5	2	2.3	6	-4	1.1	-7
CCCN(CCC)CCCNc1ccc2nnc(-c3ccc(F)cc3)n2n1	3	0.96	1	1	-0.2	4	0	1	-2
N#Cc1c(Cl)nc(-c2ccncc2)nc1-c1ccccc1	-6	0.91	-12	11*	0.1	9	0	1	-4
CCOC(=O)CNC(=O)C(CO)NC(=O)OCc1ccccc1 (stereo not given)	1	1	0	0	-2.7	-4	-1	0.96	4
NC(=O)CC(NC(=O)c1ccc(Br)cc1)c1ccc(NCc2ccc(F)cc2)c([N+](=O)[O-])c1 (stereo not given)	-3	1	-7	2	-1.6	-2	-6	0.96	4
Cc1c(CN2CCC(CO)(CC3CCCCO3)CC2)cnn1C (stereo not given)	4	1.2	-4	-1	0.4	-21	-2	1	-1
Cc1ccc(C)c(S(=O)(=O)N2CCN(CC(=O)Nc3ccc4c(c3)OCCO4)CC2)c1	1	0.98	-10	4	2.4	2	0	1	-4
Cc1cc(OCC(=O)NC(Cc2ccc(Cl)cc2)C(=O)O)c2c(C)cc(=O)oc2c1 (stereo not given)	1	1.1	-10	2	0.1	-6	-2	1	-4
C/C(=N\OC(=O)c1cccc(Cl)c1)c1sc(C)nc1C	3	1.3	-2	0	-5.4	-25	-3	0.95	5
Cc1c(C(c2ccc(C(=O)O)cc2)c2c(C)n(C)n(-c3ccccc3)c2=O)c(=O)n(-c2ccccc2)n1C	-2	0.89	-8	0	-0.8	11	0	1	0
CCNc1nc(NC(C)C)nc(N(C#N)Cc2ccccc2)n1	12	0.78	-4	-1	-3.3	22	2	1	-3

(cont.)
SMILES	APOBEC3A inh	hIAP activ	APOBEC3G inh	NR3A LBD binder	MPTP block	hIAP inh	beta cell repl	mIAP activ	mIAP block
COc1ccc(CN2CCc3cc(OC)c(OC)cc3C2)cc1O	-3	1.1	-5	0	-0.9	-11	-5	1.1	-10
CCOC(=O)c1sc(Nc2cccc(Cl)c2)nc1C	-4	0.87	-7	0	17	13	-3	1	-4
CCOc1ccc(CCNC(=O)c2cc(C)nn2-c2ccccc2)cc1	2	1.1	-3	4	3.7	-8	-2	1	-1
O=C(NCC1CCCN1S(=O)(=O)c1cccs1)c1c(F)cccc1F (stereo not given)	0	0.92	-2	-3	-0.4	8	2	0.92	8
CCN(CC)S(=O)(=O)c1ccc2c(c1)nc(CCC(=O)Nc1ccccc1Cc1ccccc1)n2CC	-1	1.1	1	-32	2.6	-10	-2	1.2	-18
O=C(/C=C/c1ccc(Br)o1)Nc1nnc(C2CC2)s1	78	1.1	54	/	/	-8	3	0.78	22
CCOC(=O)c1ccc(NC(=O)c2cc(S(=O)(=O)N3CCOCC3)cn2C)cc1	2	0.93	1	8	0.6	7	0	1	-2
COC(=O)C1=C(N)Oc2cc(N(C)C)ccc2C1c1ccccc1OC (stereo not given)	-4	1.1	-1	3	-0.7	-8	-4	1.1	-8
CC(C)(C)c1ccc(NC(=O)CSc2n[nH]c(=O)n2-c2cccnc2)cc1	-3	1.2	-4	-1	-0.4	-17	5	1.1	-14

Three neighbouring records already listed:
SMILES	APOBEC3A inh	hIAP activ	APOBEC3G inh	NR3A LBD binder	MPTP block	hIAP inh	beta cell repl	mIAP activ	mIAP block
CCOC(=O)c1sc(Nc2cccc(Cl)c2)nc1C	-4	0.87	-7	0	17	13	-3	1	-4
CCOc1ccc(CCNC(=O)c2cc(C)nn2-c2ccccc2)cc1	2	1.1	-3	4	3.7	-8	-2	1	-1
O=C(NCC1CCCN1S(=O)(=O)c1cccs1)c1c(F)cccc1F (stereo not given)	0	0.92	-2	-3	-0.4	8	2	0.92	8
